Compound activity: PubChem, National Center for Advancing Translational Sciences (NCATS)
Abeta rescue: restores growth of yeast expressing A-beta42 peptide. yeast expressing A-beta42, growth rescue, OD600, 48 h; response scale: 0% DMSO, 100% iron-clioquinol control. Potency, µM (titrated, usually from 46.1 µM), inactives show at the highest dose growth rescue, usual class: activators. 410,000 tested, 0.063% active; further: potency means the concentration at half of the fitted maximal effect; nearly all actives have a fitted effect of over 55% in size
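Growth rescue measured by 600 nm absorbance after 48 h yeast culture at 30 C with compound. Values normalized between DMSO and an equimolar ferric chloride plus clioquinol control.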
D3 antag: D3 dopamine receptor (human) antagonism; AID 652054; 360,000 tested, 2.5% active; P35462; max response, negative = inhibition, %; D3R cells, DiscoveRx beta-arrestin luminescence, antagonist mode; stronger effect = lower value; in the data active means max response below about -50%; inconclusive means no clear call, values can overlap the other calls; further: on the % scale 0 is the no-effect control and ±100 the full control effect; mostly tested at two doses, the higher about 12 µM
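Cells expressing the human receptor were seeded at 1500 cells/well, incubated overnight at 37 degrees C in 5% CO2, then exposed to library compounds with dopamine controls for 90 minutes at 37 degrees C before luminescent detection.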
TDP43 rescue: inhibitors of TDP-43 toxicity in yeast. TDP-43 expressing yeast growth rescue, BacTiter-Glo, 24 h. Potency, µM (top dose mostly 46.1 µM), inactives show at the top dose growth rescue (activation), usual class: activators. 410,000 tested, 1.8% active; further: potency means the concentration at half of the fitted maximal effect; % of control where 0% means no effect; nearly all actives have a fitted effect of over 50% in size
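Cell-based yeast growth screen: TDP-43 expression induced in galactose, inoculum OD600=0.02 after raffinose pregrowth to mid-log. Read-out BacTiter-Glo luminescence at 24 hr, 30 deg C; inhibition of toxicity seen as signal increase.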
FUS yeast rescue: rescues growth of FUS-expressing yeast. AID 1347120. Potency, µM (highest dose often 76.6 µM), without a hit: at the highest dose growth rescue (activation), most hits filed as activators. 390,000 tested, 0.24% active. S. cerevisiae FUS-expressing, growth rescue, OD600, 24 h;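 further: potency means the concentration at half of the fitted maximal effect; plate controls were DMSO vehicle for no effect and reference control for full effect; nearly all actives have a fitted effect of over 55% in size; some results filed as inactive show a strong effect at the top dose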
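Yeast expressing FUS under galactose induction, OD 0.005 in 2% galactose medium; compounds in a dilution series, 24 h at 30C. Growth rescue by absorbance at 600 nm; CP55940 positive control, DMSO negative.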
EPAC2 agonist: EPAC2 (human) agonism; Q8WZA2; 360,000 tested, 0.079% active; Potency, µM (titrated, usually from 154 µM), inactives show at the top dose activation, hits mostly activators; EPAC2 activation, biochemical qHTS; response scale: 100% = 6.5 mM cAMP response; further: potency means the concentration at half of the fitted maximal effect; nearly all actives have a fitted effect of over 50% in size
Target sequence (Q8WZA2 whole entry, looked up): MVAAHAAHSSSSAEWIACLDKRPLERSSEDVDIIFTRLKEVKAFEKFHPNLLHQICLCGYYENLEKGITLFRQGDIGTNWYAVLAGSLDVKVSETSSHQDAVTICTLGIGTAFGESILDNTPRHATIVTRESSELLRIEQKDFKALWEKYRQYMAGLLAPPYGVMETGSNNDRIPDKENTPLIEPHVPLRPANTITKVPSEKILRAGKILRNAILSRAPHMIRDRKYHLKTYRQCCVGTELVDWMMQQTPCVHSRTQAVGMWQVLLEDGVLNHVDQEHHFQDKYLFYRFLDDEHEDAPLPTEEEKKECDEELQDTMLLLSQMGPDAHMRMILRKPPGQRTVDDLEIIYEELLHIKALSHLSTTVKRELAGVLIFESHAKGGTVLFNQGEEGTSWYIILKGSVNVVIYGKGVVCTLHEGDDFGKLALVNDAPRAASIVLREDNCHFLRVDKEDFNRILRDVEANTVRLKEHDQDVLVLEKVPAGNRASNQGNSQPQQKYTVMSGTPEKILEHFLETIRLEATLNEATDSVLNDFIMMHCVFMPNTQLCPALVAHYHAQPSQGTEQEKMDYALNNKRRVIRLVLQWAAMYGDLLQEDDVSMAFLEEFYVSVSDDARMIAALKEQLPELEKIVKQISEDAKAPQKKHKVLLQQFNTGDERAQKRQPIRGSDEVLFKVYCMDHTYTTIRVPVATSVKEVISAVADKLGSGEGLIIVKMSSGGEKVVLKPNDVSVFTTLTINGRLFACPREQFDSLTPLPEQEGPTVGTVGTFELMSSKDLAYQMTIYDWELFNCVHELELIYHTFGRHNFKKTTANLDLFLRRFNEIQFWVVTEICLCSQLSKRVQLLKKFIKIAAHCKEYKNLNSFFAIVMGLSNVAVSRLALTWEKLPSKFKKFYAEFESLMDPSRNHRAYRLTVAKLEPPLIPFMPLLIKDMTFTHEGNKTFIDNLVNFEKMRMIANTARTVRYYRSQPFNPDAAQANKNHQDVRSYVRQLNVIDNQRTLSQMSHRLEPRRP
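Compounds were added across a concentration range to EPAC2 (100 nM), RAP1B-BODIPY-GDP (250 nM) and GDP (50 uM). After 5 min at room temperature, fluorescence was recorded at 5-min intervals for 30 min.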
DRD3 agonist: activates the human D3 dopamine receptor | max activation, % | 410,000 tested, 0.58% active | P35462 | D3R DiscoveRx beta-arrestin cells, luminescence, 90 min; in the data active means max activation above about 30%; further: 0% is about no effect; mostly tested at two doses, the higher about 12 µM
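Cells at 1500/well, incubated overnight, then treated with pinned compounds (dopamine as control) for 90 min at 37 degrees C. DiscoveRx reagent added for 30 - 60 minutes at room temperature; luminescence read.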
EPAC2 antagonist: EPAC2 (human) antagonism; EPAC2 GEF exchange of Rap1B-BODIPY-GDP, fluorescence; Potency, µM (top dose mostly 114 µM), without a hit: top-dose activity, negative = inhibition, most hits filed as inhibitors; 360,000 tested, 0.18% active; AID 720708; further: potency means the concentration at half of the fitted maximal effect; on the % scale 0 is the no-effect control and ±100 the full control effect; nearly all actives have a fitted effect of over 45% in size; many of its hits are not listed in these tables
aSyn rescue: rescues yeast growth from alpha-synuclein toxicity. Yeast expressing alpha-synuclein, growth rescue, BacTiter-Glo, 24 h. Potency, µM (titrated, usually from 46.1 µM), without a hit: top-dose growth rescue (activation), actives largely listed as activators. 370,000 tested, 0.14% active; further: potency means the concentration at half of the fitted maximal effect; % of control where 0% means no effect; nearly all actives have a fitted effect of over 65% in size
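Rescue of yeast growth: cells expressing toxic alpha-synuclein, induced in galactose at OD600 0.02, incubated with compound 24 h at 30 C. ATP luminescence quantified growth; inhibitors of toxicity appear as activators.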
Numbers without * were called inactive; ? = inconclusive; / = no result given; & = joins results of further samples; [ ] = remark or other dose. Unless noted, the call rests on the fitted dose curve; in most records, active means well fitted curve in the direction sought with a large enough effect; inconclusive means small, poorly fitted or top-dose-only effect, or another doubt; inactive means no such curve, though single readings can be large; an effect the other way counts as inactive or inconclusive.

Compound,Abeta rescue,D3 antag,TDP43 rescue,FUS yeast rescue,EPAC2 agonist,DRD3 agonist,EPAC2 antagonist,aSyn rescue
C=Cc1ccc(Cn2c(C)c(C(=O)NCc3cccc(C)c3)sc2=O)cc1,-14%,-2,-5%,10%,2%,1,?,-5%
COc1ccc(-c2ccc(OC)c([C@H]3[C@H]4C=CC[C@@H](C)[C@@H]4C(=O)N3Cc3ccccc3)c2)cc1C,3%,0,7%,-7%,12%,-32,-9%,-1%
CCOC(=O)C1=C(COC(=O)/C=C/c2cccc(OC)c2)NC(=O)NC1C (stereo not given),6%,31,0%,/,-1%,13,11%,7%
O=C(COC(=O)c1cc(S(=O)(=O)N2CCOCC2)ccc1O)Nc1ccc2c(c1)OCO2,12%,4,21%,20%,12%,3,1%,-2%
COc1cc(C(CC(=O)Nc2ccc(Cl)cn2)N2Cc3ccccc3C2=O)cc(OC)c1OC (stereo not given),3%,-28,0%,-15%,0%,-4,-6%,1%
COc1ccc(C(NC(C)=O)c2ccc3cccnc3c2O)c(OC)c1 (stereo not given),?,5,16%,-6%,5%,3,?,3%
Cc1c(Cl)c([N+](=O)[O-])nn1CC(=O)NC(C)C1CC2CCC1C2 (stereo not given),-14%[9.22 µM],-5,-6%,-19%,-10%,2,-27%,2%
O=C(CSc1nc2ccccc2c(=O)n1-c1ccc(F)cc1)Nc1cc(S(=O)(=O)N2CCOCC2)ccc1Cl,14%,2,16%,25%,-4%,-7,-3%,5%
Cc1ccc(-c2csc(=S)[nH]2)cc1,?,5,?,-7%,4%,3,1%,-1%
CC(=O)Nc1ccc(S(=O)(=O)N2CCC(N3CCCCCC3)CC2)cc1,-9%,-10,-18%,-30%,12%,-10,26%,-1%
O=C(CC1SC(N2CCCCC2)=NC1=O)Nc1ccc(C(=O)Nc2ccccc2)cc1 (stereo not given),14%,7,-5%,18%,3%,-10,1%,1%
N#Cc1c(C(F)(F)F)cc(-c2ccccc2)nc1SCc1nc(N)nc(N2CCOCC2)n1,11%,10,?,23%,-16%,1,9%,2%
CSc1ccc(C2NC(=O)c3ccccc3N2)cc1 (stereo not given),10%,7,13%,3%,1%,0,2%,1%
O=C(COc1ccc(F)cc1)NCC1CCCO1 (stereo not given),-2%,-2,-2%,15%,7%,-5,-10%,-1%
COCc1[nH][nH]c(=O)c1C=Nc1ccc(OC(F)(F)F)cc1,4%,16,16%,-30%,-2%,2,-14%,0%
C[C@H]1CN=C(Nc2ccccc2)N1CCCC1CCCCC1,7%,?,6%,-11%,6%,-67,?,-6%
CN(C(=O)CSc1nnc2ccccn12)C1CCS(=O)(=O)C1 (stereo not given),25%,3,20%,-5%,9%,2,0%,-1%
COc1ccc(-c2ccc(S(=O)(=O)NCC3CCCO3)cc2)cc1 (stereo not given),-14%,0,0%,9%,-4%,4,4%,-3%
COC(=O)c1sc(=S)sc1C(=O)OC,-20%,-14,13µM*,-11%,5%,-6,0%,?
O=C(COC(=O)c1ccc(F)cc1F)Nc1ccc2c(c1)OCO2,9%,-13,5%,-4%,1%,-6,9%,-1%
COc1ccc(OC)c(-c2csc(NC(=O)C3=NNC(=O)CC3)n2)c1,-5%,23,6%,33%,-6%,-1,-9%,7%
COc1ccc(-n2c(CN3CCN(Cc4ccccc4)CC3)nc3ccc([N+](=O)[O-])cc3c2=O)c(OC)c1,4%,-9,-9%,11%,5%,1,-5%,1%
COc1cc(SC)ccc1C(=O)Nc1ccc2ncccc2c1,-31%[inhibitor],12,0%,6%,-1%,0,4%,7%
CCC[C@@H](CN1CCC[C@H]1CN1C(N)=NC[C@H]1CC(C)C)N1C[C@@H]([C@H](C)CC)N(CCc2ccc(Cl)c(Cl)c2)C1=N,-43%[inhibitor],?,-17%,14%,1%,-37,6%,-14%
COCCNC(=O)CN1N=C(c2ccc(OC)cc2)CCC1=O,-9%,2,-20%,20%,3%,-7,2%,0%

A portion of the results above, as a working copy:
Compound,Abeta rescue,D3 antag,TDP43 rescue,FUS yeast rescue,EPAC2 agonist,DRD3 agonist,EPAC2 antagonist,aSyn rescue
Cc1ccc(-c2csc(=S)[nH]2)cc1,?,5,?,-7%,4%,3,1%,-1%
CC(=O)Nc1ccc(S(=O)(=O)N2CCC(N3CCCCCC3)CC2)cc1,-9%,-10,-18%,-30%,12%,-10,26%,-1%
O=C(CC1SC(N2CCCCC2)=NC1=O)Nc1ccc(C(=O)Nc2ccccc2)cc1 (stereo not given),14%,7,-5%,18%,3%,-10,1%,1%

Further results.
Compound,Abeta rescue,D3 antag,TDP43 rescue,FUS yeast rescue,EPAC2 agonist,DRD3 agonist,EPAC2 antagonist,aSyn rescue
COC(=O)c1ccc(NC(=O)COc2ccc([N+](=O)[O-])cc2)cc1,2%,5,12%,-24%,-17%,-5,-3%,-5%
C[C@H](CO)N1C[C@H](C)[C@@H](CN(C)S(=O)(=O)c2ccc(C#N)cc2)OCc2cnnn2CCCC1=O,2%,-10,9%,1%,0%,-1,6%,-2%
COc1cccc2cc(-c3ccccc3)oc12,-18%,-8,-7%,-14%,18%,-1,0%,-14%
COc1cc2nc(Nc3ccc(F)cc3)nc(N)c2cc1OC,-26%&-11%,2,15%&31%,-6%&-4%,8%,1&6,3%,-11%
COc1cc(/C=C(\C#N)c2nc3ccccc3n2C)cc(OC)c1O,3%,-2,-2%,-1%,8%,2,-1%,2%
O=C(C[n+]1ccccc1)Nc1ccccc1Br,-8%,8,-7%,-11%,5%,-3,9%,-10%
Cc1ccc(NC(=O)COC(=O)c2ccco2)cc1S(=O)(=O)N1CCCCC1,6%,11,5%,-21%,2%,0,0%,-4%
CCOC(=O)c1ccc(NC(C)=O)c([N+](=O)[O-])c1,1%,1,14%,-5%,5%,9,-2%,2%
Cc1oc2cc3oc(=O)c(CC(=O)NCCCC(=O)O)c(C)c3cc2c1C,-1%,-5,-17%,17%,7%,9,-3%,3%
Cc1cc([N+](=O)[O-])nn1CC(=O)NCc1nc2ccccc2[nH]1,10%,-4,-17%,-1%,0%,5,3%,0%
COc1ccccc1/C=C/C=N/NC(=O)c1cc(-c2ccc(C)o2)[nH]n1,-6%,30,9%,40%,5%,3,-3%,1%
Cc1cccc(OCc2nnc(SCC(=O)N3c4ccccc4Sc4ccc(Cl)cc43)o2)c1,21%,-3,2%,11%,-2%,2,5%,8%
CCOc1ccc(C(=O)NCC(=O)OCC(=O)N2CCCCC2)cc1,-6%,-7,3%,3%,-4%,1,5%,0%
CCN(CC)c1ncnc2c1ncn2[C@H]1CN(Cc2cc(OC)c(OC)c(OC)c2)C[C@@H](CO)O1,17%,0,23%,2%,-1%,-7,0%,-2%
O=C(CCc1ccc(S(=O)(=O)N2CCOCC2)cc1)Nc1cc(Cl)ccc1N1CCOCC1,-1%,?,8%,18%,17%,-5,9%,1%
O=C(NCCN1CCC(n2c(=O)[nH]c3ccccc32)CC1)c1ccc(Cl)c(Cl)c1,0%,-85*,22%,-4%,10%,-15,0%,-1%
Cc1c(/C=C2\NC(=O)NC2=O)c2ccccc2n1C,13%,-4,-8%,16%,5%,9,11%,-4%
CC(=O)c1nn(-c2cccc(Br)c2)cc1C(=O)c1ccccc1,6%,-28,-4%,13%,-5%,6,6%,1%
Cc1ccccc1NC(=O)c1ccc(S(=O)(=O)N2CCCC2)cc1,-2%,1,5%,12%,1%,2,2%,12%
COc1ccccc1NC(=O)O/N=C(\N)c1ccccc1,3%,15,14%,-12%,-3%,10,-11%,0%
COCc1cc(/C=N\NC(=O)Cc2ccc(OC)cc2)ccc1OC,-9%,-20,-7%,/,8%,-14,-1%,-10%
COc1ccc(Oc2cc(F)nc(N)n2)cc1,-12%,-29,-12%,19%,17%,1,-6%,0%
O=C(Cc1csc(NC(=O)c2ccc(F)cc2)n1)NO,4%,-16,-7%,33%,-6%,-9,-1%,-3%
O=C(CSc1ccccn1)N/N=C/c1cccc([N+](=O)[O-])c1,-9%,8,8%,-17%,9%,-2,7%,0%
Cc1ccc(CNC(=O)c2cccc3c2C(=O)c2ccc(N4CCC(C)CC4)cc2S3(=O)=O)cc1,-12%,102,3%,-4%,89µM*,55*,25%,-3%

Compound,Abeta rescue,D3 antag,TDP43 rescue,FUS yeast rescue,EPAC2 agonist,DRD3 agonist,EPAC2 antagonist,aSyn rescue
CCOC(=O)Cc1c(C)nc2cc(C)nn2c1C,2%,0,-3%,1%,6%,-2,-13%,3%
O=C(COc1ccc2ccccc2c1)NC1=NCCS1,-11%,3,-30%,11%,2%,-4,-1%,-3%
COc1ccc(CNC(=O)CN2CCC(C(=O)c3ccc(OC)cc3)CC2)cc1,-3%,?,-21%,22%,5%,-9,0%,9%
CCN(CC)C(=O)C1=C(C)N(Cc2ccc(C(C)(C)C)cc2)C(=O)C(CC(=O)NCc2ccco2)C1 (stereo not given),-2%,-19,12%,42%,2%,-1,4%,1%
O=C(CCCSc1nc2sc3c(c2c(=O)[nH]1)CCC3)NCCCO,29%,14,-14%,1%,11%,-5,-6%,3%
Cc1cc(NC(=O)c2ccccc2)n(C(C)(C)C)n1,3%,10,3%,-7%,6%,2,1%,-6%
O=C(CN1C(=O)S/C(=C\C=C\c2ccccc2)C1=O)Nc1cccc(O)c1,19%,-13,26%,13%,10%,-2,-2%,-2%
CC(C)C(=O)N1CCC(c2nc(-c3ccc(S(=O)(=O)N4CCCC4)cc3)no2)CC1,1%,23,-8%,-10%,8%,7,-1%,0%
Cc1cccc2nc(-c3ccc(Cl)s3)c(Nc3ccc4c(c3)OCCO4)n12,-13%,/,24%,16%,/,1,/,/
O=C(NCc1ccccc1Cl)c1ccc(NC(=O)N2CCSc3ccccc32)cc1,2%,/,20%,-11%,/,0,/,/
CCCOc1ccc(/C(O)=C2/C(=O)C(=O)N(CCN(C)C)C2c2ccc(OC)c(OC)c2)cc1 (stereo not given),-7%,?,11%,16%,-6%,-9,-1%,-3%
Cc1ccc(Cl)cc1NC(=S)N(CCN(C)C)Cc1cccs1,11%,0,/,0%,7%,-9,-8%,-8%
CCOc1ccc(S(=O)(=O)NCCC(=O)NCC(c2cccs2)N2CCOCC2)cc1 (stereo not given),-3%,3,9%,/,-2%,2,0%,-2%

Only part of the results is shown; the hit share may differ from the screen's.
